# Bioassay records as filed in PubChem BioAssay.
# EPAC2 antag: qHTS for Antagonist of cAMP-regulated guanine nucleotide exchange factor 2 (EPAC2): primary screen | EPAC2 GEF exchange of Rap1B-BODIPY-GDP, fluorescence | Potency, µM (top dose mostly 114 µM), inactives show top-dose activity, negative = inhibition, usual class: inhibitors | Rap guanine nucleotide exchange factor 4 (Homo sapiens), Q8WZA2 | 0.18% of 360,000 active; further: potency means the concentration at half of the fitted maximal effect; on the % scale 0 is the no-effect control and ±100 the full control effect; nearly all actives have a fitted effect of over 45% in size; many of its hits are not listed in these tables
# WRN helicase inh: qHTS for Inhibitors of WRN Helicase. Potency, µM (doses to about 114 µM), inactives show top-dose activity change, negative = inhibition, actives largely listed as inhibitors. Bifunctional 3'-5' exonuclease/ATP-dependent helicase WRN (Homo sapiens), Q14191. WRN helicase unwinding, fluorescent forked duplex, kinetic. 0.46% of 360,000 active; further: potency means the concentration at half of the fitted maximal effect; on the % scale 0 is the no-effect control and ±100 the full control effect; nearly all actives have a fitted effect of over 55% in size
#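 WRN at 20 nM final preincubated with compound 15 min at room temperature; reaction started with 100 nM fluorophore/quencher forked duplex oligonucleotide and 2 mM ATP final. Unwinding followed kinetically by red fluorescence (ex 525, em 598 nm).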
# EPAC1 agonist: qHTS for Agonist of cAMP-regulated guanine nucleotide exchange factor 3 (EPAC1): primary screen. Rap guanine nucleotide exchange factor 3 (Homo sapiens), O95398. EPAC1 agonist qHTS, biochemical assay; response scale: 100% = response to 6.5 mM cAMP. Potency, µM (titrated, usually from 154 µM), inactives show at the top dose activation, actives largely listed as activators. 0.073% of 360,000 active; further: potency means the concentration at half of the fitted maximal effect; nearly all actives have a fitted effect of over 60% in size
#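 Normalized to 6.5 mM cAMP, activity reflects EPAC1-catalysed release of BODIPY-GDP from Rap1B, followed kinetically over 30 min at 480 nm excitation, 540 nm emission. Reaction contained 100 nM EPAC1, 250 nM Rap1B-BODIPY-GDP, 50 uM GDP.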
# PLK1 PBD inh: qHTS for Inhibitors of PLK1-PDB (polo-like kinase 1 - polo-box domain): Primary Screen. AID 720504, 2013. Plk1 PBD binding of FITC phosphopeptide, fluorescence polarization. Potency, µM, for inactives: max response, negative = inhibition, usual class: inhibitors. Serine/threonine-protein kinase PLK1 (Homo sapiens), P53350. 2.8% of 360,000 active; further: potency means the concentration at half of the fitted maximal effect; series mostly up to about 57 µM; on the % scale 0 is the no-effect control and ±100 the full control effect; nearly all actives have a fitted effect of over 65% in size
# Target sequence (P53350 whole entry, looked up, the tested form may be a part): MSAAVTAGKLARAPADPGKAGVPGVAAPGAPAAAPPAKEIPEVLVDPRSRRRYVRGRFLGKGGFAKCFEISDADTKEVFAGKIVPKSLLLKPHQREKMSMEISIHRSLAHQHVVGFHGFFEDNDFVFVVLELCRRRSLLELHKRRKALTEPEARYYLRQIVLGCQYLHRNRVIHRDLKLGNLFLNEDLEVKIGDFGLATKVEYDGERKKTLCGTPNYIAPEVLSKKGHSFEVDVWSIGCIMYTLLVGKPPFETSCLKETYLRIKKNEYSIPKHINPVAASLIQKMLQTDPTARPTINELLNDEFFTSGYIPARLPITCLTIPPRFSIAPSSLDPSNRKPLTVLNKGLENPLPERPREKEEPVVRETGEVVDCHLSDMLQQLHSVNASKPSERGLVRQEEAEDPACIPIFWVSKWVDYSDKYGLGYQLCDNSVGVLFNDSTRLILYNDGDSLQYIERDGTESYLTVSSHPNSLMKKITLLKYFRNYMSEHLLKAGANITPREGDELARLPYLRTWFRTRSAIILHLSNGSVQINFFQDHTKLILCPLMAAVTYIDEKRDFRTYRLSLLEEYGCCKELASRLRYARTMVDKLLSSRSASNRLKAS
# CCT modulator: High-Throughput Screening for Modulators of Cytosolic Chaperonin Activity | 0.3% of 360,000 active | activity change, % (concentration not given with the values), hits read low | purified chaperonin ATPase assay, HTRF ADP detection, 30 min; in the data active means activity change below about -30%; further: on the % scale 0 is the no-effect control and ±100 the full control effect
#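 First, chaperonin was dispensed at 40 nM or 20 nM final depending on batch activity. Next, compounds were pinned at 76 uM and ATP added at 10 uM. After 30 min at 37 °C, ADP detection reagents ran 30 min at ambient temperature.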
# Mm-Cpn inhibitor: Inhibitors of TCP-1 ring complex (TRiC) of Methanococcus maripaludis (MmCpn): qHTS. Chaperonin Mm-Cpn (Methanococcus maripaludis). purified Mm-Cpn ATPase, ADP Transcreener TR-FRET. Potency, µM (series often up to 76.9 µM), for the others: at the top dose activity, negative = inhibition, usual class: inhibitors. 0.031% of 330,000 active. AID 504842, 2011; further: potency means the concentration at half of the fitted maximal effect; on the % scale 0 is the no-effect control and ±100 the full control effect; nearly all actives have a fitted effect of over 80% in size
#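 25 nM Mm-CPN + cpd, 10 min 37°C; + 10 uM ATP, 30 min 37°C; buffer 30 mM Tris pH 7.4, 100 mM KCl, 5 mM MgCl2, 1 mM DTT; Transcreener ADP HTRF detection 30 min RT.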
# EPAC1 antag: qHTS for Antagonist of cAMP-regulated guanine nucleotide exchange factor 3 (EPAC1): primary screen. 0.14% of 360,000 active. EPAC1 GEF assay, Rap1b-BODIPY-GDP exchange fluorescence. AID 720709, 2013. Potency, µM (titrated, usually from 115 µM), for the others: top-dose activity change, negative = inhibition, usual class: inhibitors;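 further: potency means the concentration at half of the fitted maximal effect; plate controls were vehicle for no effect and positive control for full effect; nearly all actives have a fitted effect of over 50% in size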
# PI5P4Ka inh: qHTS for Inhibitors of phosphatidylinositol 5-phosphate 4-kinase (PI5P4K). max response, %. PI5P4Kalpha enzyme, ADP-Glo luminescence, 60 min; hits give low values. 1.2% of 330,000 active. Phosphatidylinositol 5-phosphate 4-kinase type-2 alpha (Homo sapiens), P48426; active means max response of -50% or lower; inconclusive means between -30% and -50%; inactive means -30% or higher; further: value at the top dose of about 77 µM; on the % scale 0 is the no-effect control and ±100 the full control effect
# Target sequence (P48426 whole entry, looked up): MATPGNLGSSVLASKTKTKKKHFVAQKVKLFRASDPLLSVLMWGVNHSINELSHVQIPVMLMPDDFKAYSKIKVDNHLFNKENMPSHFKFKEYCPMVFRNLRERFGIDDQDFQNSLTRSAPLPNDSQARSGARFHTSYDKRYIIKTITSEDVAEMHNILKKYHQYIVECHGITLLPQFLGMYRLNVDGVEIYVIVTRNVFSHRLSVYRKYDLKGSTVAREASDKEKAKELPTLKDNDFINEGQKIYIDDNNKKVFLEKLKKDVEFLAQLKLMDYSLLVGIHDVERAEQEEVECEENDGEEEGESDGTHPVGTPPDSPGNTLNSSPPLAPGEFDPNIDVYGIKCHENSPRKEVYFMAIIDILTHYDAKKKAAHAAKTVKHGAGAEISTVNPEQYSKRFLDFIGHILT
#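 Enzyme plus substrate dispensed, test compounds pinned in, then ATP (5 microM final) added. After 60 min at RT, ADP-Glo reagent 1 for 45 min and reagent 2 for 30 min preceded luminescence imaging.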
# Numbers without * were called inactive; ? = inconclusive; . = no result given; & = joins results of further samples; [ ] = remark or other dose. Unless noted, the call rests on the fitted dose curve; in most records, active means well fitted curve in the direction sought with a large enough effect; inconclusive means small, poorly fitted or top-dose-only effect, or another doubt; inactive means no such curve, though single readings can be large; an effect the other way counts as inactive or inconclusive.
# Screens by letter: A = EPAC2 antag; B = WRN helicase inh; C = EPAC1 agonist; D = PLK1 PBD inh; E = CCT modulator; F = Mm-Cpn inhibitor; G = EPAC1 antag; H = PI5P4Ka inh
CC(C)Cn1c(N)c(C(=O)COC(=O)c2ccc(F)cc2)c(=O)n(C)c1=O
  A: 6%	B: -4%	C: -2%	D: 6%	E: -3.0	F: 0%	G: -4%	H: 11

CC1(C)Cc2nc3sc4c(NCCO)ncnc4c3cc2CS1
  A: 2%	B: -8%	C: 13%	D: -8%	E: 0.7	F: -9%	G: -3%	H: -8

CCOc1ccc(CCNC(=O)COC(=O)c2ccc(S(C)(=O)=O)cc2)cc1OCC
  A: 18%	B: -4%	C: 0%	D: -3%	E: 1.5	F: 0%	G: 22%	H: 6

CCc1ccc(CNC(=O)CCC(=O)N2Cc3cccc(OC)c3Oc3ncccc32)cc1
  A: -1%	B: 4%	C: 10%	D: -1%	E: -4.3	F: 1%	G: -11%	H: -2

O=C(Cn1cc(C(=O)C2CCCCC2)c2ccccc21)NCC1CCCO1 (configuration not stated)
  A: -4%	B: -4%	C: 10%	D: 7%	E: 0.6	F: 0%	G: 0%	H: 3

O=C(NCc1cccs1)Nc1ccc(Cl)cc1
  A: 8%	B: -21%	C: -6%	D: -3%	E: 1.2	F: -12%	G: 5%	H: 9

COc1ccc(Nc2nc(N)nc(CSC(=S)N3CCCCC3C)n2)cc1 (configuration not stated)
  A: -9%	B: -15%	C: 23%	D: -11%	E: -2.0	F: 0%	G: -12%	H: 3

C=CC(n1cncn1)C(O)(c1ccccc1)c1ccccc1 (configuration not stated)
  A: -15%	B: -2%	C: -11%	D: -11%	E: -0.7	F: 0%	G: -29%	H: -7

Cc1ccc(S(=O)(=O)NC(CC(C)C)C(=O)NCCCn2nc(C)cc2C)cc1 (configuration not stated)
  A: 9%	B: -11%	C: -1%	D: -14%	E: 1.0	F: -1%	G: -1%	H: 1

CCOc1cc(CNCCSc2nnnn2C)cc(Br)c1OCc1ccccc1F
  A: -11%	B: -12%	C: 16%	D: 2%	E: 1.8	F: -6%	G: 1%	H: .

Nc1nonc1-n1nnc(C(=O)N/N=C/c2ccccc2Cl)c1-c1ccccc1
  A: 8%	B: -3%[57.1 µM]	C: 2%	D: 0%	E: -2.9	F: 0%	G: -4%	H: -9

CCN1C(=NCc2ccccc2)N[C@@H](c2ccccc2)[C@H](C(=O)OC)[C@H]1C
  A: 32%[activator]	B: -7%	C: 4%	D: 4%	E: 0.6	F: -1%&2%	G: 23%	H: -1

CN(C)c1ccnc2sc3c(NCC(O)CO)ncnc3c12 (configuration not stated)
  A: 6%	B: 8%	C: -4%	D: 3%	E: -5.3	F: 2%	G: 2%	H: 1

CS(=O)(=O)N(CC(=O)Nc1ccccc1-c1ccccc1)c1cccc(F)c1
  A: ?	B: 0%	C: 11%	D: -9%	E: -1.6	F: 4%	G: -10%	H: 16

COc1ccc(C(=O)N2CCOC2CNC(=O)C(=O)NCc2ccc(Cl)cc2)cc1 (configuration not stated)
  A: -13%	B: 2%	C: 11%	D: -6%	E: -0.4	F: 0%	G: -25%	H: -1

CN(C)C(=O)/C=C\c1cn(-c2ccccc2)nc1-c1ccc2c(c1)OCCO2
  A: -4%	B: -11%	C: 6%	D: 2%	E: -4.1	F: 2%	G: -5%	H: 5

O=C(Nc1ccccc1Cl)c1cc[n+]([O-])cc1
  A: 3%	B: 1%	C: 0%	D: -7%	E: 2.0	F: 2%	G: 0%	H: 0

COc1ccc(S(=O)(=O)n2oc(=O)cc2-c2ccccc2)cc1OC
  A: -5%	B: 5%	C: 1%	D: ?	E: -0.5	F: 0%	G: 0%	H: -7

COC(=O)CCSc1nc(N2CCOCC2)c2c(c1C#N)CC(C)(C)OC2
  A: -7%	B: -9%	C: 7%	D: -25%	E: -2.1	F: -1%	G: -4%	H: -1

Cc1ccc(Cn2c(=N)c(S(=O)(=O)c3ccc(Br)cc3)cc3c(=O)n4ccccc4nc32)cc1
  A: -7%	B: 0%	C: 14%	D: -5%	E: 0.4	F: 0%	G: 8%	H: -5

# Some of the entries so far, as tab-separated lines:
Compound	EPAC2 antag	WRN helicase inh	EPAC1 agonist	PLK1 PBD inh	CCT modulator	Mm-Cpn inhibitor	EPAC1 antag	PI5P4Ka inh
O=C(Nc1ccccc1Cl)c1cc[n+]([O-])cc1	3%	1%	0%	-7%	2.0	2%	0%	0
COc1ccc(S(=O)(=O)n2oc(=O)cc2-c2ccccc2)cc1OC	-5%	5%	1%	?	-0.5	0%	0%	-7
COC(=O)CCSc1nc(N2CCOCC2)c2c(c1C#N)CC(C)(C)OC2	-7%	-9%	7%	-25%	-2.1	-1%	-4%	-1

# Further structures follow:
# Screens by letter: A = EPAC2 antag; B = WRN helicase inh; C = EPAC1 agonist; D = PLK1 PBD inh; E = CCT modulator; F = Mm-Cpn inhibitor; G = EPAC1 antag; H = PI5P4Ka inh
CCN(c1ccc(OC)cc1)S(=O)(=O)c1ccc2c(c1)CCN2C(=O)CCC(=O)O
  A: -8%	B: -8%	C: 9%	D: -8%	E: -6.1	F: 2%	G: -12%	H: .

C=CCOc1ccccc1CN1CCSCC1
  A: 11%	B: 2%	C: -3%	D: -25%	E: -2.1	F: -1%	G: 5%	H: .

CCOC(=O)c1ccccc1NC(=O)COC(=O)CCNS(=O)(=O)c1cccs1
  A: -7%	B: -1%	C: 0%	D: -6%	E: -4.8	F: 0%	G: -8%	H: -4

O=C1CCC(C(=O)Nc2cccc3ccccc23)N1 (configuration not stated)
  A: -4%	B: -10%	C: 9%	D: -7%	E: 0.0	F: 1%	G: -10%	H: -11

COc1cc(NC(=S)Nc2ccccn2)cc(OC)c1OC
  A: -12%	B: -5%	C: 8%	D: 2%	E: -0.8	F: 0%	G: 9%	H: 3

Cc1ccc(C(O)Cn2nc(C)cc2C)cc1 (configuration not stated)
  A: 30%	B: -7%	C: 6%	D: 0%	E: 0.3	F: 1%	G: 13%	H: 0

Cc1cc(SCC(=O)c2ccc(O)c(O)c2)nc2ccccc12
  A: -30%	B: ?	C: 13%	D: -22%	E: -0.8	F: -1%	G: 28µM*	H: -22

O=c1[nH]c(=O)n(C2CCCO2)cc1Br (configuration not stated)
  A: -2%	B: -11%	C: 2%	D: -3%	E: -3.6	F: 2%	G: -4%	H: 5

Cn1cc(C(=O)C(=O)NC2CCCCC2)c2ccccc21
  A: 4%	B: 1%	C: 7%	D: -12%	E: -1.1	F: -4%	G: 11%	H: 1

Cc1ccsc1C(=O)Nc1nccs1
  A: 0%	B: -5%	C: 5%	D: -10%	E: 0.1	F: 1%	G: 1%	H: -7

Cc1ccc(CSc2nc3ncccc3[nH]2)cc1
  A: -2%	B: 1%	C: -19%	D: -2%	E: 3.2	F: 0%	G: 9%	H: -2

COc1ccc(C(=O)NC(=S)Nc2cccc3ncccc23)cc1[N+](=O)[O-]
  A: 4%	B: 12%	C: 0%	D: -21%	E: 0.1	F: 1%	G: 16%	H: 0

O=C(COC(=O)c1ccccc1C(=O)c1ccccc1)Nc1cccc([N+](=O)[O-])c1
  A: -20%	B: -15%	C: 6%	D: -13%	E: 0.6	F: -2%	G: 2%	H: -12

CCCNC(=O)C(Cc1cccc(Cl)c1)NC(=O)c1ccc(C#N)cc1 (configuration not stated)
  A: 8%	B: 8%	C: -16%	D: -8%	E: -0.2	F: 0%	G: -21%	H: -2

O=C(N/N=C/c1ccccc1Br)c1cccc(S(=O)(=O)N2CCOCC2)c1
  A: -5%	B: 6%	C: -14%	D: 0%	E: -1.7	F: 1%	G: -19%	H: 6

COCCNC(=O)C(c1ccco1)N(C(=O)Cn1nnc2ccccc21)c1ccccc1C (configuration not stated)
  A: 2%	B: 2%	C: 18%	D: -4%	E: -1.9	F: -2%	G: -2%	H: 2

Cc1ccc(NS(=O)(=O)c2cccc(C(=O)N3CCCCC3)c2)cc1
  A: 15%	B: 6%	C: -5%	D: 1%	E: -2.2	F: 1%	G: 9%	H: -1

Cc1oc(-c2cccc(Cl)c2)nc1CN1CCC(C(=O)N2CCN(c3ccccn3)CC2)CC1
  A: 5%	B: 7%	C: -6%	D: -1%	E: 0.0	F: .	G: -6%	H: 3

CCCCn1c(N)c(N(CCOC)C(=O)CN2C(=O)C3CCCCC3C2=O)c(=O)[nH]c1=O (configuration not stated)
  A: -3%	B: -1%	C: 2%	D: 0%	E: -0.3	F: 1%	G: -6%	H: 1

Cc1ccc(/C=N/NC(=O)CN2CCN(S(=O)(=O)c3ccc(Br)cc3)CC2)s1
  A: -2%	B: 0%	C: 13%	D: -7%	E: -5.5	F: 0%	G: 7%	H: 8

OCCN(Cc1ccccc1)Cc1cccc(Cl)c1Cl
  A: -14%	B: -5%[57.1 µM]	C: 27%	D: 4%	E: -0.1	F: 1%	G: -1%	H: .

Cc1cccc(N(Cc2ccccc2)C(=O)c2ccc(S(C)(=O)=O)cc2)c1
  A: -7%	B: -29%	C: -2%	D: -8%	E: -3.8	F: -2%	G: -16%	H: 6

C=CCn1c(SC(C)C(=O)NC2(C#N)CCCCC2)nnc1-c1ccc(OC)cc1 (configuration not stated)
  A: -4%	B: 1%	C: 0%	D: -7%	E: -1.9	F: -1%	G: -10%	H: 2

CCn1c(SCc2cccc(C(=O)O)c2)nnc1-c1ccccc1
  A: 20%	B: 0%	C: -6%	D: 0%	E: -5.8	F: 1%	G: 12%	H: 5

C#CCN(C[C@H]1[C@H](OC(=O)NC2CC2)[C@H](OC(=O)NC2CC2)C[C@H]2C(=O)N(c3ccccc3)C(=O)[C@@H]12)S(=O)(=O)c1ccc(C)cc1
  A: 8%	B: -4%	C: 3%	D: -2%	E: -0.9	F: .	G: 15%	H: -1

CSc1nc2sc(-c3ccccc3)cc2c(=O)n1N
  A: 2%	B: 10%	C: -4%	D: -6%	E: -1.7	F: 0%	G: -1%	H: -19

Cc1ccc2c(c1)N(C(=O)CCC(=O)NCc1cccnc1)CC(C)O2 (configuration not stated)
  A: 5%	B: 11%	C: -12%	D: -4%	E: -0.7	F: 1%	G: 11%	H: -10

# Only part of the results is shown; rates above refer to the full screens.
